Bioassay records as filed in PubChem.
RGS12 GoLoco inh – RGS12 GoLoco-Gai1 interaction inhibition; P63096; Gai1:RGS12 GoLoco peptide FP, rhodamine, 10 min; Potency, µM (doses to about 61.6 µM), without a hit: at the top dose activity, negative = inhibition, actives largely listed as inhibitors; hit rate 0.44% among 230,000; AID 880; active = well fitted inhibition curve with a large enough effect, not every such curve was filed as active; inactive = no such curve, though single readings can be large or run the other way; note: nearly all actives have a fitted effect of over 30% in size; many of its hits are not listed in these tables
Target sequence (P63096 whole entry, looked up): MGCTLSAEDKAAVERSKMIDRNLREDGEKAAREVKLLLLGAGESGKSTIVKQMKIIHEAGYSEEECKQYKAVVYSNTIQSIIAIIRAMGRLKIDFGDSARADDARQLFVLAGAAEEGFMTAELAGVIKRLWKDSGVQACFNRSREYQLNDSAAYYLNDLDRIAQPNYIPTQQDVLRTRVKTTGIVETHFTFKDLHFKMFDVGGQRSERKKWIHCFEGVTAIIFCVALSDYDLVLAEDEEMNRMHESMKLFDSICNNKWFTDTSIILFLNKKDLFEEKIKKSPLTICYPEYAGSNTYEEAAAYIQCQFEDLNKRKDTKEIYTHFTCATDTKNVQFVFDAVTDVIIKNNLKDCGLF
The depositor's hits bear a star; [ ] = remark or other dose. % is set by controls: 0 for no effect and ±100 for the full control effect; potency is the fitted concentration of half-maximal effect. A portion of the library; count on the stated rates, not on these rows.

SMILES	RGS12 GoLoco inh
CC(=O)[C@@H](C)CCO[C@@]1(C)OCC[C@@H]1C	0.0%[14.2 µM]
CC(=O)[C@H](C(c1ccccc1)N1CCOCC1)N1CCOCC1 (some centres not stated)	-7.7%[14.2 µM]
[N-]=[N+]=N[C@@H]1[C@H](O)[C@H](CO)O[C@@H]1n1cnc2c(N)ncnc21	4.3%[14.2 µM]
NC(=O)[C@@H]1CCCNC1	1.6%[14.2 µM]
O=[N+]([O-])c1ccc(CS(=O)Cc2ccccc2)cc1 (configuration not stated)	1.3%[14.2 µM]
O=S(=O)(c1ccc2ccccc2c1)N1CCN(S(=O)(=O)c2ccc3ccccc3c2)CC1	7.5%[14.2 µM]
NC[C@H]1O[C@@H](n2cnc3c(=O)[nH]c(N)nc32)[C@@H](O)[C@@H]1O	1.8%[14.2 µM]
Cc1ccc(N=Nc2c(O)ccc3cc(S(=O)(=O)O)ccc23)cc1	45.0%[activator][14.2 µM]
CCCS(=O)(=O)O	2.5%[14.2 µM]
Oc1ccc2ccccc2c1Cc1c(O)ccc2ccccc12	-5.1%[14.2 µM]
Cc1cc(Nc2ccc(N=Nc3ccc(O)c4ncccc34)cc2)nc(C)n1	11.7%[14.2 µM]
C[N@@+]1(Cc2ccc(Cl)c(Cl)c2)CCC[C@@H]1c1ccc[n+](Cc2ccc(Cl)c(Cl)c2)c1	4.0%[14.2 µM]
C[C@@H](CNC(N)=O)NC(N)=O	4.3%[14.2 µM]
N=C(N)[C@H](N=Nc1ccccc1)C(N)=O	4.9%[14.2 µM]
N=C(N)CCNC(=O)[C@@H]1CCC(N)=N1	8.5%[14.2 µM]
NCCSCCC(=O)O	-2.9%[14.2 µM]
CCCCNc1nc(SC)nc2nc[nH]c12	3.3%[14.2 µM]
O=C1C[C@H]2OCC=C3CN4CC[C@@]5(C(=O)O)[C@H](N1)C2[C@H]3C[C@H]45 (some centres not stated)	2.8%[14.2 µM]
Oc1ccc2ccccc2c1CN(Cc1c(O)ccc2ccccc12)C1CCCCC1	4.0%[14.2 µM]
COc1ccc(C=Nc2c(O)ccc3ccccc23)cc1OC	31.5%[activator][14.2 µM]
O=C(O)CC1(C(=O)O)CCCCC1	7.6%[14.2 µM]
O=C(O)CCSc1ncnc2nc[nH]c12	-1.3%[14.2 µM]
Nc1ncnc2c([C@@H]3O[C@@H](CO)[C@H](O)[C@@H]3O)nsc12	2.8%[14.2 µM]
CC(=O)O[C@@H]1CC[C@]2(C)C(=C[C@@H]([C@@H]3C=C4C[C@@H](OC(C)=O)CC[C@]4(C)C4=C3[C@H]3C[C@@H]5O[C@@]6(CC[C@H](C)CO6)[C@@H](C)[C@@H]5[C@@]3(C)CC4)C3=C2CC[C@@]2(C)[C@H]4[C@@H](C)[C@]5(CC[C@H](C)CO5)O[C@@H]4C[C@H]32)C1	-0.3%[14.2 µM]
O=C(O)C(=Cc1ccnc2ccccc12)C(=O)O	-0.6%[14.2 µM]
COc1nc(N)nc2c1ncn2[C@@H]1C[C@H](O)[C@@H](CO)O1	-6.6%[14.2 µM]
CC(C)(C)C(=O)[C@H](C(c1ccccc1)N1CCOCC1)N1CCOCC1 (some centres not stated)	5.2%[14.2 µM]
O=C(O)c1cccc2cccc(-c3cccc4cccc(C(=O)O)c34)c12	3.0%[14.2 µM]
O=S(=O)(O)c1cc(N=Nc2cccc3ccccc23)c(O)c2ncccc12	76.4%[activator][14.2 µM]
O=[N+]([O-])c1ccc2c(c1)c(S(=O)(=O)O)cc1nonc12	-0.1%[14.2 µM]
O[C@H](CNc1ccccn1)c1ccccc1	1.3%[14.2 µM]
Cc1cc(SCC(=O)c2ccccc2)nc2ccccc12	3.4%[14.2 µM]
O=C1OC2(c3ccc(O)cc3Oc3cc(O)ccc32)c2c1c(-c1ccccc1)c(-c1ccccc1)c(-c1ccccc1)c2-c1ccccc1	1.3%[14.2 µM]
Clc1ccc(Cl)c(Nc2ccnc(SCc3ccccc3)n2)c1	4.1%[14.2 µM]
O=C(c1cc(Br)ccc1O)c1cc(Br)ccc1O	6.0%[14.2 µM]
CC(C)[C@@H](C)/C=C\[C@@H](C)[C@@H]1CC[C@H]2C3=CC=C4C[C@@H](O)CC[C@]4(C)[C@H]3CC[C@]21C	-3.7%[14.2 µM]
CN(C)CC[C@@H](C(=O)C(C)(C)C)c1ccccn1	3.5%[14.2 µM]
CC1=NN(c2ccc(S(=O)(=O)O)cc2)C(=O)/C1=C\c1ccc(Cl)cc1	11.0%[14.2 µM]
O=C(O)C(Cl)(c1ccccc1)c1ccccc1	5.0%[14.2 µM]
CC(C)(C)CNCCO	3.3%[14.2 µM]
CN[C@@H](c1ccncc1)[C@@H](NC)c1ccncc1	7.5%[14.2 µM]
CC(C)CN=C(N)N=C(N)N	-7.7%[14.2 µM]
Nc1c(OCC(=O)O)ccc2cc(S(=O)(=O)O)ccc12	5.4%[14.2 µM]
CC(C)(C)c1ccc(-c2nnc(SCc3ccc(Cl)cc3)n2-c2cccc(C(F)(F)F)c2)cc1	4.7%[14.2 µM]
C[C@H](CN(C)C)C(O)(c1ccccc1)c1ccccc1	0.7%[14.2 µM]
c1ccc(-c2cnc(-c3ccc(-c4ncc(-c5ccccc5)o4)cc3)o2)cc1	3.1%[14.2 µM]
Nc1nc(-c2cccc([N+](=O)[O-])c2)cc(-c2cc(-c3cccc([N+](=O)[O-])c3)nc(N)n2)n1	2.5%[14.2 µM]
Cn1c(=O)c2c(ncn2CCSS(=O)(=O)O)n(C)c1=O	7.9%[14.2 µM]
Nc1nc(N)nc(CCCc2nc(N)nc(N)n2)n1	7.2%[14.2 µM]
Nc1nc(N)[n+]([O-])c(N)c1NCO	5.7%[14.2 µM]
COc1ccc(/C=N\NC(=O)O)cc1	-3.9%[14.2 µM]
O=S(=O)(c1cnccc1N1CCN(CCO)CC1)N1CCCC1	-9.2%[14.2 µM]
CCOC(=S)SCC(=O)O	-1.6%[14.2 µM]
CN(CC(=O)O)Cc1c[nH]c2ccccc12	4.4%[14.2 µM]
O=C(O)[C@@H]1CS[C@@]2(CCCN(Cc3ccccc3)C2)N1	3.0%[14.2 µM]
C[N+](C)([O-])Cc1cc(-c2ccccc2)ccc1O	4.6%[14.2 µM]
COc1ccc(C(=O)[C@H](Br)[C@H](Br)C(=O)O)cc1	-16.0%[14.2 µM]
O=S(=O)(C[C@H](O)C(Cl)(Cl)Cl)NNc1ccccc1	-5.1%[14.2 µM]
c1ccc(CCNCc2ccco2)nc1	12.3%[14.2 µM]
O=S(=O)(O)c1cc(O)c2c(N=Cc3ccccc3O)cc(S(=O)(=O)O)cc2c1	-33.5%[14.2 µM]

Part of the list above, with the structure last:
RGS12 GoLoco inh	SMILES
5.2%[14.2 µM]	CC(C)(C)C(=O)[C@H](C(c1ccccc1)N1CCOCC1)N1CCOCC1 (some centres not stated)
3.0%[14.2 µM]	O=C(O)c1cccc2cccc(-c3cccc4cccc(C(=O)O)c34)c12
76.4%[activator][14.2 µM]	O=S(=O)(O)c1cc(N=Nc2cccc3ccccc23)c(O)c2ncccc12
-0.1%[14.2 µM]	O=[N+]([O-])c1ccc2c(c1)c(S(=O)(=O)O)cc1nonc12
1.3%[14.2 µM]	O[C@H](CNc1ccccn1)c1ccccc1
3.4%[14.2 µM]	Cc1cc(SCC(=O)c2ccccc2)nc2ccccc12
1.3%[14.2 µM]	O=C1OC2(c3ccc(O)cc3Oc3cc(O)ccc32)c2c1c(-c1ccccc1)c(-c1ccccc1)c(-c1ccccc1)c2-c1ccccc1

The results go on:
SMILES,RGS12 GoLoco inh
O=c1[nH]c(SCc2c(Cl)c(Cl)c(Cl)c(Cl)c2Cl)nc(=S)[nH]1,4.2%[14.2 µM]
O=C(CN1C(=O)c2ccccc2C1=O)[C@@H](O)CN1C(=O)c2ccccc2C1=O,0.4%[14.2 µM]
CN1CCc2[nH]nc(-c3n[nH]c4c3CN(C)CC4)c2C1,3.8%[14.2 µM]
O=c1[nH]c(SCc2cccc([N+](=O)[O-])c2)nc2nc[nH]c12,3.8%[14.2 µM]
Cc1ccc(S(=O)(=O)O[C@H]2CC(C(C)(C)C)CC[C@@H]2c2ccccc2)cc1 (some centres not stated),4.6%[14.2 µM]
Clc1ccccc1C(Nc1ncccn1)Nc1ncccn1,3.6%[14.2 µM]
O=C(O)[C@H](Cc1ccc(O)c([N+](=O)[O-])c1)N1C(=O)c2ccccc2C1=O,-0.8%[14.2 µM]
CCN(Cc1cc(Cl)cc(C)c1O)Cc1c(O)ccc2ccccc12,0.9%[14.2 µM]
O=C(O)[C@H]1CCCC[C@@H]1C(=O)Nc1nc2ccccc2[nH]1,-0.9%[14.2 µM]
C[C@H](C(=O)c1ccccc1)C(c1ccccc1)N1CCOCC1 (some centres not stated),0.6%[14.2 µM]
CN(C)CCSCCO,-1.7%[14.2 µM]
c1ccc2c[n+](CCCC[n+]3ccc4ccccc4c3)ccc2c1,2.0%[14.2 µM]
c1cc(CSSCc2ccncc2)ccn1,-1.1%[14.2 µM]
N=C(N)SCCc1ccncc1,1.9%[14.2 µM]
S=c1[nH]nc(SCc2ccccc2Cl)c2[nH]cnc12,-6.7%[14.2 µM]
Nc1nc(Sc2ccc([N+](=O)[O-])c3nonc23)c2[nH]cnc2n1,1.58µM*
Cc1c(Cl)cc(C(C)(C)C)c(O)c1Cc1c(C)c(Cl)cc(C(C)(C)C)c1O,6.1%[14.2 µM]
O=C(O)c1ccc(C(=O)O)c(C(=O)Nc2ccc3c(c2)Cc2ccccc2-3)c1,8.3%[14.2 µM]
OCCCNc1ncnc2[nH]ncc12,-2.3%[14.2 µM]
NC(N)=NCCCC(=O)O,4.1%[14.2 µM]
NNC(=O)CCSc1ccccc1,5.4%[14.2 µM]
CCOC(=O)C1=C(C)NC(=O)N[C@@H]1c1coc2cc(C)cc(C)c2c1=O,3.1%[14.2 µM]
CCOC(=O)C(C)(C)[C@H](O)C(C)C,11.0%[14.2 µM]
Nc1ccc(S(=O)(=O)c2ccc(NC(=O)c3cccnc3)cc2)cc1,2.8%[14.2 µM]
CS(=O)(=O)N(CC(=O)O)Cc1ccccc1,-4.1%[14.2 µM]
CS[C@]12C(=O)C[C@]3(C)[C@@H](CC[C@@]3(O)C(=O)CO)[C@@H]1CCC1=CC(=O)CC[C@]12C,5.1%[14.2 µM]
CC(=O)Nc1ccc2c(c1)/C(=C/c1ccc([N+](C)(C)C)cc1)c1ccccc1-2,-3.0%[14.2 µM]
O=C(O)C(Cc1ccccc1)Cc1ccccc1,4.2%[14.2 µM]
O=C(O)/C=C\C=C/c1ccc2c(c1)OCO2,5.3%[14.2 µM]
C=C(C)CN(CC#N)CC(=C)C,1.6%[14.2 µM]

Arranged by length of the SMILES (descending): some entries from above.
SMILES,RGS12 GoLoco inh
O=C(O)[C@H](Cc1ccc(O)c([N+](=O)[O-])c1)N1C(=O)c2ccccc2C1=O,-0.8%[14.2 µM]
O=C(O)[C@H]1CCCC[C@@H]1C(=O)Nc1nc2ccccc2[nH]1,-0.9%[14.2 µM]
O=C(O)C(Cl)(c1ccccc1)c1ccccc1,5.0%[14.2 µM]
c1ccc(CCNCc2ccco2)nc1,12.3%[14.2 µM]

The listing continues.
SMILES,RGS12 GoLoco inh
O=C(O)CCCCn1cnc2c(=S)nc[nH]c21,-10.8%[14.2 µM]
c1ccc2sc(SCN(C3CCCCC3)C3CCCCC3)nc2c1,-4.3%[14.2 µM]
O=C1C2=C(Nc3cc([N+](=O)[O-])ccc3N2)O[C@@H]1c1c[nH]c2ccc(COc3ccccc3)cc12,4.2%[14.2 µM]
OC[C@@H]1O[C@@H](n2cnc3c(SCc4ccccc4)ncnc32)[C@@H](O)[C@H]1O,2.6%[14.2 µM]
O=c1c2ccccc2sc2c(CO)ccc(NCCN3CCCCC3)c12,2.7%[14.2 µM]
O=C(O)[C@@H](O)c1ccc(F)cc1,4.2%[14.2 µM]
O=C(O)[C@@H]1CCCN1Cc1ccc2c(c1)OCO2,3.2%[14.2 µM]
C[C@](O)(c1ccccc1)c1nccc2ccccc12,-2.5%[14.2 µM]
Nc1ncnc2c1ncn2CCCCC(=O)O,-9.6%[14.2 µM]
NS(=O)(=O)c1ccc(NCc2cnc3ccccc3c2)cc1,3.8%[14.2 µM]
Cc1sc2ccccc2[n+]1CCC(=O)O,4.2%[14.2 µM]
O=C(N/N=C\c1ccc2c(c1)CCC2)c1ccccc1O,8.2%[14.2 µM]
O=C(O)[C@H](CCc1ccccn1)c1ccccc1,-5.7%[14.2 µM]
CN(C)CCCN=C(N)N,-39.3%[14.2 µM]
COc1ccc([C@@H](C)c2cc3c(cc2O)OCO3)cc1,-6.1%[14.2 µM]
C/C(=N\NC(N)=S)c1ccc[nH]1,-2.9%[14.2 µM]
CC(C)=NNc1ncnc2nc[nH]c12,1.8%[14.2 µM]
O[C@H](C[C@@H]1CCCCN1)c1ccc2c(c1)oc1ccccc12,-5.6%[14.2 µM]
CC(CCC(=O)O)(c1cc(Br)c(O)c(Br)c1)c1cc(Br)c(O)c(Br)c1,-3.4%[14.2 µM]
O=C(O)C[C@H](Sc1ccccc1)c1ccccc1,2.3%[14.2 µM]
CNC[C@@H](SC)c1ccc(O)c(O)c1,6.9%[14.2 µM]
O=C(C[N+]1(c2ccccc2)CCOCC1)c1ccccc1,8.4%[14.2 µM]
Nc1ccccc1CCCC(=O)O,-3.5%[14.2 µM]
CCN(CC(=O)O)CC(=O)O,1.4%[14.2 µM]
CC1(C)OC[C@@H]2O[C@H](n3cnc4c(N)nc(Cl)nc43)[C@@H](OS(C)(=O)=O)[C@@H]2O1,-0.7%[14.2 µM]
CCN(CC)COC(=S)S,-7.9%[14.2 µM]
NS(=O)(=O)c1cc(Br)c(N=Nc2ccc(O)c3ncccc23)c(Br)c1,5.0%[14.2 µM]
O=[N+]([O-])c1ccc2ncccc2c1CCc1c([N+](=O)[O-])ccc2ncccc12,3.6%[14.2 µM]
CN(C)CN1CSC(=S)N(CN(C)C)C1,-15.5%[14.2 µM]
COC(=O)CC[C@@H](C)[C@@H]1CC[C@@H]2[C@@H]3CC[C@H]4C[C@@H](O)CC[C@@]4(C)[C@@H]3CC[C@]21C,-3.3%[14.2 µM]
